TDP1 cell noCPT: qHTS for Inhibitors of human tyrosyl-DNA phosphodiesterase 1 (TDP1): qHTS in cells in absence of CPT; DT40 Tdp1-/- hTDP1 cells, no CPT, ATP luminescence, 48 h; Potency, µM (doses to about 46.2 µM), inactives show top-dose activity change, negative = growth inhibition, actives largely listed as inhibitors; 420,000 tested, 15% active; also: nearly all actives have a fitted effect of over 55% in size
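Readout: luminescence from CellTiter-Glo after 30 min in the dark at RT. Cells: DT40 Tdp1-/- with stable hTDP1, 400/well. Exposure: compounds alone, ≥48 hr, 37 °C.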
TDP1 inh: qHTS Assay for Inhibitors of Tyrosyl-DNA Phosphodiesterase (TDP1). Tyrosyl-DNA phosphodiesterase 1 (Homo sapiens), Q9NUW8. 350,000 tested, 0.28% active. Potency, µM (doses to about 130 µM), without a hit: top-dose activity change, negative = inhibition, usual class: inhibitors. recombinant TDP1, AlphaScreen DNA substrate cleavage; also: nearly all actives have a fitted effect of over 40% in size
Target sequence (Q9NUW8 whole entry, looked up): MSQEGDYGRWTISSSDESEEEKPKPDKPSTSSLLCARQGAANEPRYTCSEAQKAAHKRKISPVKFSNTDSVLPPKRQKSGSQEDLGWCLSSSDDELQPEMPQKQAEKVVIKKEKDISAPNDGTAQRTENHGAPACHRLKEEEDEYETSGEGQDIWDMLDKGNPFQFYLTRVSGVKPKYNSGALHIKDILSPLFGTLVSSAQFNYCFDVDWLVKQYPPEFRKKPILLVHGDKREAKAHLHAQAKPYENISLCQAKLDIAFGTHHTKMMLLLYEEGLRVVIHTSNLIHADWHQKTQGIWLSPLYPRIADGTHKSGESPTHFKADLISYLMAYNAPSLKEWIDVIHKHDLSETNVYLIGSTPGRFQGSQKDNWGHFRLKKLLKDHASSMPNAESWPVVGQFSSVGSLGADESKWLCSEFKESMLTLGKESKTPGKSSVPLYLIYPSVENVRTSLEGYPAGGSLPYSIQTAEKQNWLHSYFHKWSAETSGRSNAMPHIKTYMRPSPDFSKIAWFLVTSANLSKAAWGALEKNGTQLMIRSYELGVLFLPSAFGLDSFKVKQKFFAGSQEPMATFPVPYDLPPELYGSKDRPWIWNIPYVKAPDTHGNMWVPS
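Recombinant human Tdp1 (E. coli-expressed, 1 nM final) preincubated with compounds 15 min at room temperature, then 5'-biotin/3'-phosphotyrosine-FITC DNA substrate (15 nM final) added for 5 min. AlphaScreen beads (10 ug/ml final) added 10 min; cleavage lowers signal.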
DT40 TDP1 CPT: qHTS for Inhibitors of human tyrosyl-DNA phosphodiesterase 1 (TDP1): qHTS in cells in presence of CPT. chicken DT40 Tdp1-/-;hTDP1 cells + 20 nM CPT, ATP luminescence, 48 h. AID 686979, 2013. Potency, µM (series often up to 46.2 µM), for the others: at the highest dose activity change, negative = growth inhibition, actives largely listed as inhibitors. 420,000 tested, 12% active; also: nearly all actives have a fitted effect of over 55% in size
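Cell growth measured by CellTiter-Glo luminescence after a minimum 48 h, 37 C compound exposure with 20 nM CPT in Tdp1-knockout DT40 cells stably expressing hTDP1, seeded 400/well; qHTS titration format.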
An asterisk follows results filed as active; ? = inconclusive; . = no result given. Calls follow the shape of the dose curve; as a rule, active = well fitted curve in the direction sought with a large enough effect; inconclusive = small, poorly fitted or top-dose-only effect, or another doubt; inactive = no such curve, though single readings can be large; an effect the other way counts as inactive or inconclusive. % is scaled to controls: 0 for no effect and ±100 for the full control effect; potency is read from the fitted curve at half-maximal effect.

The first 2 records (preview)
1	O=C1CCN(CCCN2CCC(=O)N(Cc3ccccc3)C2=S)C(=S)N1Cc1ccccc1
2	Cc1ccc(S(=O)(=O)N2CCc3cc(C(=O)NCCc4ccccc4)ccc32)cc1
screen / no.	1	2
TDP1 cell noCPT	?	-28%
TDP1 inh	.	0%
DT40 TDP1 CPT	?	?

The list itself (from the top)
1	O=C1CCN(CCCN2CCC(=O)N(Cc3ccccc3)C2=S)C(=S)N1Cc1ccccc1
2	Cc1ccc(S(=O)(=O)N2CCc3cc(C(=O)NCCc4ccccc4)ccc32)cc1
3	COc1ccc(NC(=O)CS(=O)CC(=O)NC2CCCc3ccccc32)cc1 (stereo not given)
4	COc1ccc(NC(=O)NC23CC4(C)CC(C)(CC(C)(C4)C2)C3)cc1OC
5	COc1ccc(NC(=O)c2nnn(CC(=O)Nc3ccc4c(c3)OCO4)c2N)cc1OC
6	CC(C)Sc1nnc(NC(=O)CCc2ccccc2)s1
7	O=C(Nc1nccs1)Oc1ccccc1
8	COc1cc(S(=O)(=O)N2CCN(c3ccc(F)cc3)CC2)ccc1Cl
screen / no.	1	2	3	4	5	6	7	8
TDP1 cell noCPT	?	-28%	-8%	?	4%	-2%	-11%	-29%
TDP1 inh	.	0%	2%	-3%	0%	6%	5%	-1%
DT40 TDP1 CPT	?	?	0%	?	9%	-29%	-2%	-16%

9	CCOC(=O)CN1C(=O)C(O)=C(C(C)=O)C1c1ccccc1 (stereo not given)
10	Cc1cc(C)c2c(c1)c1nnc(SCCN3CCCCC3)nc1n2C
11	CCN(C(=O)c1cc(Cl)ccc1OC)C1CCCCC1
12	O=C(CNC(=O)c1ccc(F)cc1)NCc1ccc(S(=O)(=O)N2CCOCC2)cc1
13	CCN(CC)c1ccc(NC(=O)c2cc(C)nc3c2c(C)nn3-c2ccc(C)cc2)c(C)c1
14	COCc1cc(C)nc(SCC(=O)Nc2cccc3cccnc23)c1C#N
15	COc1ccc(Cl)cc1NC(=S)NCCc1c[nH]c2ccccc12
16	CCOc1ccc(NC(=O)Nc2ccccc2SC)cc1
screen / no.	9	10	11	12	13	14	15	16
TDP1 cell noCPT	4%	21µM*	23µM*	-15%	?	-29%	?	23µM*
TDP1 inh	-2%	.	5%	0%	3%	3%	13%	0%
DT40 TDP1 CPT	11%	?	?	-1%	?	?	?	?

Limited to TDP1 cell noCPT (two entries from above):
item | SMILES | TDP1 cell noCPT
10 | Cc1cc(C)c2c(c1)c1nnc(SCCN3CCCCC3)nc1n2C | 21µM*
11 | CCN(C(=O)c1cc(Cl)ccc1OC)C1CCCCC1 | 23µM*

The list continues:
17	CC(C)(C)OCC(NC(=O)C(CC(N)=O)NC(=O)OC(C)(C)C)C(=O)OC(C)(C)C (stereo not given)
18	Cc1cc(C)c(NC(=O)CSc2nc(=O)n(CCN3CCOCC3)c3c2CCC3)c(C)c1
19	Cc1ccc(SCC(=O)N(C)C2CCS(=O)(=O)C2)c(C)c1 (stereo not given)
20	COc1ccc(-c2nnc3n2CCCCC3)cc1OC
21	COc1cccc2cc(C(=O)N3CCN(c4ccccn4)CC3)c(=O)oc12
22	COc1ccc(N2CCN(S(=O)(=O)c3ccc(OC)c(C(=O)N4CCOCC4)c3)CC2)cc1
23	Cc1ccc(-n2c(=O)c3ccc(C(=O)NCc4ccccc4Cl)cc3n(CC(=O)Nc3ccc(C)cc3C)c2=O)cc1
24	COc1ccc(CNC(=O)CCc2c[nH]c3ccccc23)cc1
screen / no.	17	18	19	20	21	22	23	24
TDP1 cell noCPT	-9%	-3%	?	-7%	-18%	-13%	?	-19%
TDP1 inh	1%	.	1%	3%	-12%	9%	0%	9%
DT40 TDP1 CPT	-10%	1%	-7%	-7%	-2%	-9%	?	-26%

25	O=C(O)CCCCCNC(=O)c1ccc(Br)cc1
26	Cc1cc2c(cc1C)C(c1cccc([N+](=O)[O-])c1)CC(=O)N2 (stereo not given)
27	O=C(O)c1ccc(CNCc2c(Cl)cccc2Cl)cc1
28	Cc1cccc(C(=O)N2CCCC(N3CCN(c4cccc(Cl)c4)CC3)C2)n1 (stereo not given)
29	COc1ccc(NC(=O)CCCSc2ccccc2)cc1
30	Cc1ccccc1OCC(=O)Nc1ccc(Cc2ccncc2)cc1
31	CC1=NOC(=O)/C1=C/c1ccc2c(c1)OCO2
32	COc1ccc(CCNC(=O)COc2ncnc3cc([N+](=O)[O-])ccc23)cc1
screen / no.	25	26	27	28	29	30	31	32
TDP1 cell noCPT	-5%	18µM*	7%	?	3%	?	?	17%
TDP1 inh	1%	-1%	0%	3%	4%	1%	-2%	0%
DT40 TDP1 CPT	3%	23µM*	-14%	?	1%	?	9.2µM*	-17%

Single records, as listed above.
O=C(O)c1ccc(CNCc2c(Cl)cccc2Cl)cc1 is listed with TDP1 cell noCPT = 7%; TDP1 inh = 0%; DT40 TDP1 CPT = -14%
Cc1ccccc1OCC(=O)Nc1ccc(Cc2ccncc2)cc1 is listed with TDP1 cell noCPT = ?; TDP1 inh = 1%; DT40 TDP1 CPT = ?

Further records follow:
33	Nc1ccc(C(=O)N/N=C/c2ccccc2)cc1
34	Cc1cc(NC(=O)COc2coc(CN3CCN(c4ccccc4F)CC3)cc2=O)no1
35	O=C(CCC1CCCCC1)NCCS(=O)(=O)N1CCN(c2ccccc2F)CC1
36	CC1(C)Cc2c(sc3nc(SCC(=O)O)[nH]c(=O)c23)CO1
37	Cn1c(=O)c2c(nc(NCCCO)n2Cc2cccc(Br)c2)n(C)c1=O
38	O=C(COC(=O)CN1CCSC1=O)Nc1ccc(F)cc1Cl
39	CCCCN(C=O)c1c(CC)nc2ccc(C(=O)N3CCN(c4ccccc4)CC3)cn12
40	COc1ccccc1N1CCN(S(=O)(=O)c2ccc3[nH]c4c(c3c2)CCCC4)CC1
screen / no.	33	34	35	36	37	38	39	40
TDP1 cell noCPT	-11%	-13%	?	-7%	?	-2%	?	?
TDP1 inh	4%	2%	.	6%	3%	0%	.	11%
DT40 TDP1 CPT	-13%	-3%	?	-5%	?	-20%	?	?

41	Cc1cccc(-c2cnn(-c3cccc([N+](=O)[O-])c3)c2N)c1
42	COc1cccc(Cn2c(=O)c(-c3cn(C)c4ccccc34)nc3cnc(N4CCNCC4)nc32)c1
43	CN(C)c1ccc(/C=C/c2cc(N(C)C)nc3ccccc23)cc1
44	N#Cc1ccc(CSc2nnc(COc3ccccc3)n2-c2ccccc2)cc1
45	CC(C)CC(=O)C1=C(O)C(=O)N(Cc2ccccc2)C1c1ccccc1 (stereo not given)
46	Cc1cc2oc(C(=O)NCc3ccc4c(c3)OCO4)c(C)c2cc1C
47	CC1(C)C(=O)Nc2ccccc2N1C(=O)COc1ccccc1C#N
48	COc1ccc(C)cc1NC(=O)C(=O)NCc1ccncc1
screen / no.	41	42	43	44	45	46	47	48
TDP1 cell noCPT	?	21µM*	0.89µM*	?	?	-19%	-29%	-13%
TDP1 inh	5%	.	.	0%	.	2%	-9%	1%
DT40 TDP1 CPT	-27%	7.3µM*	1µM*	?	-2%	-22%	-2%	-11%

49	CC(=O)Nc1ccc(C(=O)NNC(=O)c2ccc(Cl)cc2)cc1
50	CS(=O)(=O)N1CCN(C(=O)CCC2CCCC2)CC1
51	O=C(NCc1cc(F)cc(C(F)(F)F)c1)C1CCC(=O)N(C2CCCC2)C1 (stereo not given)
52	CCOC(=O)c1cc(C)n(CCc2ccccc2)c1C
53	CCCN1CCN(CCCNC(=S)Nc2ccc(F)cc2)CC1
54	CCn1c(CN2CCC(C)CC2)nc2cc(NC(=O)c3cccc([N+](=O)[O-])c3)ccc21
55	CCn1c(SCC(=O)NNC(=O)c2ccc(C)cc2)nnc1C1CC1
56	COc1ccccc1-c1cc(C(=O)N/N=C/c2ccoc2)c2ccccc2n1
screen / no.	49	50	51	52	53	54	55	56
TDP1 cell noCPT	14%	-2%	14%	-24%	24%	23µM*	-26%	7.3µM*
TDP1 inh	.	0%	1%	11%	0%	1%	1%	4%
DT40 TDP1 CPT	11%	5%	-12%	-16%	-7%	15µM*	-13%	?

Sorted by molar mass (lowest first): some entries from above.
55	CCn1c(SCC(=O)NNC(=O)c2ccc(C)cc2)nnc1C1CC1
56	COc1ccccc1-c1cc(C(=O)N/N=C/c2ccoc2)c2ccccc2n1
54	CCn1c(CN2CCC(C)CC2)nc2cc(NC(=O)c3cccc([N+](=O)[O-])c3)ccc21
screen / no.	55	56	54
TDP1 cell noCPT	-26%	7.3µM*	23µM*
TDP1 inh	1%	4%	1%
DT40 TDP1 CPT	-13%	?	15µM*

Continuation.
57	CCN(CC)CC(O)c1cccn1-c1ccc(CNC(=O)NC(C)C)cc1 (stereo not given)
58	Cc1ccc(CNC(=O)c2ccc(N3CCC4(CC3)CC(c3cccc(Br)c3)=NO4)c(N)c2)cc1
59	O=c1[nH]oc2cc(Cl)ccc12
60	COc1cccc(-c2csc(NC(=O)Nc3ccccc3)n2)c1
61	O=C(NC1CCCCC1)N1CCN(C(c2ccccc2)c2ccccc2)CC1
62	Cc1ccc(C(=O)OCC(=O)Nc2cccc(S(=O)(=O)N3CCOCC3)c2)o1
63	O=C(COc1ccccc1)NCC(=O)Nc1ccncc1
64	Cc1ccc(C(=O)NCC(=O)N(C)CC(=O)Nc2c(Cl)cccc2Cl)s1
screen / no.	57	58	59	60	61	62	63	64
TDP1 cell noCPT	18%	5.8µM*	3%	2.3µM*	16µM*	11%	-23%	-15%
TDP1 inh	.	2%	1%	.	7%	-5%	-3%	.
DT40 TDP1 CPT	-15%	6.5µM*	-5%	7.3µM*	10µM*	-22%	-20%	-39%

65	COc1ccc(S(=O)(=O)N2CCN(CC(=O)NCC3(N4CCOCC4)CCCCC3)CC2)cc1
66	Cc1cccc(N2C(=O)N3[C@H](c4ccc(F)cc4)[C@@H]4C(=O)N(C5CCCCC5)C(=O)[C@@H]4[C@]3(Cc3ccc(Cl)cc3)C2=O)c1
67	O=c1[nH]c(NCCCO)nc2c1C1(CCCC1)Cc1ccccc1-2
68	COc1ccc(CCC2(C)NC(=O)N(C(C)C(=O)Nc3ccccc3F)C2=O)cc1 (stereo not given)
69	CN(C)C(=O)COC(=O)c1cccc(S(=O)(=O)Nc2ccc(OCc3ccccc3)cc2)c1
70	O=C(NCCc1ccccc1Cl)C1CCC(=O)N(CCCc2ccccc2)C1 (stereo not given)
71	Cc1nn(C)cc1CNC(=O)C1CCC(=O)N(CC2CCCCC2)C1 (stereo not given)
72	O=C(C1CCCCC1)N1CCN(S(=O)(=O)c2ccc(Cl)cc2)CC1
screen / no.	65	66	67	68	69	70	71	72
TDP1 cell noCPT	-6%	-2%	?	0%	-5%	?	17%	?
TDP1 inh	2%	.	5%	0%	.	7%	3%	0%
DT40 TDP1 CPT	-12%	-10%	?	-9%	11%	-30%	4%	?

73	O=C(NC1CCCC1)C(c1ccncc1)N(C(=O)c1csnn1)c1ccccc1F (stereo not given)
74	CCN(C)C1CN(Cc2cn(Cc3ccc(F)cc3)nn2)S(=O)(=O)C1 (stereo not given)
75	O=C(O)c1ccccc1NC(=O)c1cc(-c2ccccc2)nc2ccccc12
76	O=C(Nc1ncn[nH]1)c1ccc(Cl)c(Cl)c1
77	Fc1ccc(NC(=S)NCCc2ccccn2)cc1
78	CC1(C(=O)Nc2cccc3ncccc23)CCN1C(=O)C1(c2ccccc2)CC1 (stereo not given)
79	O=C(Nc1nc(-c2ccc3c(c2)OCCO3)cs1)C1CC(=O)N(c2ccc3c(c2)OCCO3)C1 (stereo not given)
screen / no.	73	74	75	76	77	78	79
TDP1 cell noCPT	4%	-15%	?	-10%	?	-5%	?
TDP1 inh	2%	.	4%	-2%	-5%	.	3%
DT40 TDP1 CPT	7%	2%	-5%	-4%	4%	-5%	11µM*

High-throughput results (PubChem)
